Bioassay records as filed in PubChem BioAssay.
OX1R antag-1 = OX1R (HCRTR1) antagonists, primary screen, fluorescence, CHO/OX1R cells, Fluo-8 calcium, orexin A. Orexin/Hypocretin receptor type 1 (Homo sapiens), O43613. Fluo-8 calcium fluorescence. inhibition, % at 5 µM. 0.43% of 330,000 active. AID 434989, 2010;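 active means inhibition above its plate's threshold, mean inhibition of all tested compounds on the plate plus 3 SD, cut at about 37% in these data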;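 further: 0% = orexin A challenge wells and 100% = SB-334867-A antagonist wells; not every result past the cut was called active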
Target sequence (O43613 whole entry, looked up): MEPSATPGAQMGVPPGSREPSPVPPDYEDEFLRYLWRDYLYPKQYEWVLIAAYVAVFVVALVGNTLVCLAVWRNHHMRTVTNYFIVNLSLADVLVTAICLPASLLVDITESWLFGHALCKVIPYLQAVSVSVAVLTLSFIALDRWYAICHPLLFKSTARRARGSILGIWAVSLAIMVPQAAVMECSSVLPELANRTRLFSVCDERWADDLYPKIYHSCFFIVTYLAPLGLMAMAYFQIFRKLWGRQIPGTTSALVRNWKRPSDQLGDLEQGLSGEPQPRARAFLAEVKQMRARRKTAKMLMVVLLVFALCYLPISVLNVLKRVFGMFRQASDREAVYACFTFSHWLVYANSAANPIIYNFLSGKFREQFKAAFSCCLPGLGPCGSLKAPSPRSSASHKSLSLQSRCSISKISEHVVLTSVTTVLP
OX1R antag-2 = antagonists of human orexin 1 receptor (OX1R). Orexin/Hypocretin receptor type 1 (Homo sapiens), O43613. 1.8% of 330,000 active. inhibition, % at 6.6 µM. AID 485270, 2010. OX1R-expressing cells, FRET antagonist read-out; in the data active means inhibition mostly above about 38%, no sharp cut-off; inactive means mostly below about 40%;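 further: 0% = agonist challenge alone and 100% = reference antagonist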
The depositor's hits bear a star.

Order of values – OX1R antag-2 | OX1R antag-1
- CCOc1ccc(N=Cc2c(O)n(-c3cccc(C)n3)c(=O)c3ccccc23)cc1
    10 | -9
- COc1ccc(NC(=O)CCN2CCN(S(=O)(=O)c3ccc(Cl)cc3)CC2)cc1
    5 | -5
- Cc1ccc2oc(Nc3nc(C)cc(C)n3)nc2c1
    24 | -5
- Cc1cccc(/C(N)=N/OC(=O)CCc2ccccc2)c1
    36 | -4
- Cc1ccc(OCCNc2cc(N3CCN(CCO)CC3)ccc2[N+](=O)[O-])cc1C
    15 | -1
- CCCNC(=S)N1CCN(c2nc(C)nc3sc4c(c23)CCCC4)CC1
    11 | -4
- O=C(CCOc1ccccc1)N1CCN(S(=O)(=O)c2ccccc2F)CC1
    6 | -11
- CCc1cc(=O)oc2cc(C)cc(O)c12
    12 | -16
- CC(=O)Nc1c(C)nn(C(C)=O)c1C
    10 | -7
- CCc1sc(C(=O)N2CCN(c3ccc(F)cc3)CC2)cc1C
    6 | -12
- Cc1ccccc1COc1ccc(/C=C(\C#N)C(N)=O)cc1
    13 | -3
- CC(=O)c1c(C)[nH]c(C(=O)OCC(=O)Nc2cc(Cl)ccc2[N+](=O)[O-])c1C
    48* | -8
- CCOc1nc(SCCOc2ccccc2)nc(N(C)C)n1
    37 | -19
- O=C(NCC1CCCO1)C1CC1(c1ccccc1)c1ccccc1 (configuration not stated)
    4 | -12
- Cc1c(Cl)c([N+](=O)[O-])nn1CC(=O)N1CCCc2ccccc21
    15 | -9
- COc1ccc(NC(=O)CSc2nc3ccccc3c(=O)n2CCCN2CCC(C)CC2)c(OC)c1
    18 | -30
- CC(C)(C)c1ccc(OCC(O)CNC(=O)c2ccccc2C(=O)O)cc1 (configuration not stated)
    17 | -25
- COc1ccccc1N(CC(O)Cn1c2ccccc2c2ccccc21)S(=O)(=O)c1ccccc1 (configuration not stated)
    14 | 1
- CCCCNC(=O)c1c(CSc2ccc(Cl)cc2)noc1C(=O)NCCC
    30 | -24
- COc1ccc(C(F)(F)F)cc1N/C=C/c1nnnn1-c1ccc2ccccc2c1
    11 | 8
- O=c1oc2ccccc2c(N2CCCC2)c1CN1CCCC1
    33 | -22
- O=C(Nc1cccc(Cl)c1)N1CCCC1
    2 | -14
- Cc1cc(Oc2ccccc2)nc(N)n1
    2 | -4
- CCn1cc(C(=O)NCCCOC)c(=O)c2cc(S(=O)(=O)N3CCCC3)ccc21
    13 | -10
- COc1ccc(-c2cc(C(=O)N3CCCC3)c3ccccc3n2)cc1
    -2 | -13
- O=C(O)C1C(C(=O)Nc2ccc(Cl)cc2)C2C=CC1C21CC1 (configuration not stated)
    -2 | -7
- Oc1ccc(-c2csc(Nc3ncccn3)n2)c(O)c1
    8 | -6
- O=C(CCCn1c(=S)[nH]c2cc3c(cc2c1=O)OCO3)NCc1ccco1
    20 | -5
- c1ccc2sc(N3CN(CCN4CCOCC4)CN(c4nc5ccccc5s4)C3)nc2c1
    14 | -15
- O=C(C(=O)N1CCc2ccccc2C1)N1CCc2ccccc2C1
    11 | -1
- CC(=O)Nc1ccc(NC(=O)Nc2ccccc2)cc1
    -8 | 2
- O=C(COc1ccc(Cl)cc1Cl)Nc1ccc(-c2ccc(N3CCOCC3)nn2)cc1
    19 | 4
- CCCOc1cccc(C(=O)Nc2ccccc2C(=O)N2CCN(C)CC2)c1
    8 | -29
- CSc1ncccc1C(=O)OCC(=O)NC12CC3CC(CC(C3)C1)C2
    8 | -12
- c1cc(CNC2C3CC4CC(C3)CC2C4)ccn1 (configuration not stated)
    8 | -6
- COc1ccc(F)c(CN2CCCC(CO)(Cc3cccc(Cl)c3)C2)c1 (configuration not stated)
    12 | -20
- CCOC(=O)c1ccc2c(c1)N(CC(=O)N1CCCCC1)C(=O)C(C)(C)O2
    15 | -37
- Cc1c(Cl)cccc1NC(=S)/C(=C(\[O-])c1ccc(Cl)s1)[n+]1ccccc1
    5 | -1
- O=C(Nc1ccc(Sc2ccc(Br)cc2)cc1)c1ccco1
    44 | -2
- CC(C)(C)NS(=O)(=O)c1cc2c3c(c1)CCN3C(=O)CC2
    -1 | 3
- CC(C)(C)OC(=O)N[C@@H](C(=O)OC(C)(C)C)c1ccc2ccccc2c1
    1 | -26
- Cc1nonc1CC(=O)N1CCc2c([nH]c3ccccc23)C1c1ccccc1F (configuration not stated)
    19 | -37
- COC(=O)c1ccccc1NC(=O)CSc1nnc(-c2cccnc2)n1C
    24 | -25
- COc1cccc(NC(=O)CCC(=O)Nc2ccc3nc(N4CCOCC4)cc(C)c3c2)c1
    19 | -9
- O=C(c1ccc2c3n(nc2c1)-c1ccccc1CO3)N1CCCCC1
    22 | -19
- COc1ccc(NC(=O)CCN2CCN(S(=O)(=O)c3ccc(OC)cc3)CC2)cc1
    12 | -24
- CC[C@@H](C)[C@H](CNC)NC[C@@H](Cc1cccc2ccccc12)NCCc1cccc(C(F)(F)F)c1
    19 | 8
- O=C(CCn1nnc2ccccc2c1=O)N[C@@H](Cc1c[nH]c2ccccc12)C(=O)O
    13 | 1
- Cc1c(-c2ccccc2)[n+](=O)c2c(n1[O-])CCCC2
    2 | -9
- COc1ccc(CCNC(=O)CCSCc2ccccc2F)cc1OC
    1 | -18
- Cc1ccc(S(=O)(=O)N2CCOCC2)cc1C(=O)OC(C)C(=O)c1ccccc1 (configuration not stated)
    26 | -24
- CC(=O)C1C(=O)c2c(cccc2[N+](=O)[O-])C1=Nc1ccc(S(N)(=O)=O)cc1 (configuration not stated)
    32 | -4
- COc1ccc(Cc2nc3ccccc3n2CC(=O)N/N=C/c2ccc(C)cc2O)cc1OC
    44 | -22
- Cc1ccc(S(=O)(=O)NCc2ccc(C(=O)NC3CCCCC3)cc2)cc1
    1 | -30
- CC(=O)Nc1cc2c(nc1C)nc(C)n2Cc1ccc(Br)cc1
    31 | -7
- CC(C)[C@H](NC(=O)C1CCCC1)c1nc2ccccc2[nH]1
    7 | -25
- COc1ccc(C2(c3ccc(OC)cc3)NC(=O)N(CC(=O)Nc3ccccc3)C2=O)cc1
    2 | -5
- O=C(O)Cc1ccc(NC(=O)COc2ccc3ccccc3c2)cc1
    -1 | 5
- COc1ccc(NC(=O)CSc2nccn2Cc2ccco2)c(OC)c1
    3 | 0
- COCCN1CC(C(=O)N2CCC(Oc3ccccc3OC)CC2)CCC1=O (configuration not stated)
    6 | -5

The list continues:
Order of values – OX1R antag-2 | OX1R antag-1
- CCOc1ccc(OCCC(=O)OCC(=O)Nc2ccc(Cl)cn2)cc1
    14 | -22
- CCCCNC(=O)C1CCN(C(=O)Nc2ccc(C)cc2)CC1
    10 | -22
- COc1ccc(CSc2nnc(C)n2N)cc1
    2 | -12
- Cc1ccc(NC(=O)CN(C)C(=O)COc2c(Cl)cc(Cl)c3ccc(C)nc23)cc1
    11 | -21
- CC(C)(C)c1ccc(C(=O)N2CCN(C(=O)c3ccco3)CC2)cc1
    26 | -3
- CCOCCCn1c(=S)[nH]c2cc(C(=O)NCCOC)ccc2c1=O
    13 | -24
- Cc1ccc2nc(NCC(N)=O)nc(-c3ccccc3)c2c1
    12 | -8
- Cc1ccccc1CSCCNC(=O)CSCc1ccc([N+](=O)[O-])cc1
    16 | -4
- CCOC(=O)Cc1csc(NC(=O)CSc2nnc(-c3ccc(NS(=O)(=O)CC)cc3)o2)n1
    10 | -18
- O=C(COc1ccccc1Cl)Nc1cnn(Cc2ccccc2)c1
    23 | -24
- CCC1(CC)C(=O)N(C)C(=O)NC1=Nc1ccc(OC)cc1
    5 | 3
- Cn1cc(C=O)c(-c2ccc3c(c2)OCCCO3)n1
    16 | -27
- COc1cccc(C(=O)NCC(=O)NNc2ncnc(N)c2[N+](=O)[O-])c1
    48 | -4
- CCOC(=O)C1CCN(C(=O)C2CC(=O)N(c3ccc4c(c3)OCCO4)C2)CC1 (configuration not stated)
    9 | 4
- CCCCC(=O)N(CCOC)c1nnc(-c2ccccc2C)s1
    11 | -27
- Cc1cccc(CSc2ccc(-c3ccco3)nn2)c1
    37 | -24
- COc1ccc(CN2C(=O)c3cccnc3C2=O)cc1S(=O)(=O)NCc1ccccc1
    6 | -8
- O=C(Cn1cnc2ccccc2c1=O)NCCCN1CCCC1=O
    -2 | 3
- c1ccc(CCNc2cnccn2)cc1
    13 | -6
- COCCNC(=O)C1CC(=O)N(c2ccc(F)c(Cl)c2)C1 (configuration not stated)
    12 | -23
- COc1cccc(/C=C2\C=C(c3ccc(C)cc3)OC2=O)c1OC(C)=O
    -6 | -13
- Cc1ccc2c(c1)N(CC(=O)N1CCCC1)C(=O)c1cccnc1O2
    6 | -10
- CC(C)CC(=O)Nc1ccc2c(c1)oc1ccccc12
    19 | -10
- c1csc(-c2nnc(Cc3cccc4ccccc34)o2)c1
    7 | -12
- COc1ccc(N2CCN(C(=O)COC(=O)COc3cccc(C(F)(F)F)c3)CC2)cc1
    4 | -18
- CC(=O)c1cccc(NC(=O)c2ccc(C)c(S(=O)(=O)N3CCOCC3)c2)c1
    27 | -12
- Cc1cc(C)nc(N/N=C/C2=C(O)CC(c3ccc(F)cc3)CC2=O)n1 (configuration not stated)
    17 | -16
- COc1ccc2oc(=O)c(C(=O)N3CCc4ccccc43)cc2c1
    11 | -14
- CC1=C(C(=O)N2CCOCC2)C(c2c(F)cccc2F)NC(=O)N1 (configuration not stated)
    5 | -17
- COc1cc(/C=C(\C#N)C(=O)Nc2cccc3ncccc23)ccc1O
    43 | -7
- CC(=O)Nc1ccc(C(=O)OCC(=O)Nc2ccccc2Sc2ccccc2)cc1
    31 | -29
- Cc1ccc(C2Cc3cc(O)c(O)cc3CN2)cc1 (configuration not stated)
    32 | -3
- Cc1cc(C)cc(NC(=O)NCc2c(-c3ccccc3)noc2C)c1
    10 | -16
- COc1ccc(C(=O)NOCc2ccccc2)cc1
    30 | -18
- Cc1onc(-c2c(Cl)cccc2Cl)c1COC(=O)c1ccc(Cl)cc1
    16 | -22
- C=CCNc1nnc(-c2ccncc2)s1
    25 | -5
- O=c1c2ccccc2nc(-c2ccoc2)n1CCc1ccccc1
    37 | -31
- C=CCn1c(SCC#N)nc2c(c1=O)C(C)(C)Cc1ccccc1-2
    32 | -24
- CSc1nc2c(cnn2-c2ccccc2)c(=O)n1N
    16 | -9
- O=C(CCn1nc(-c2ccc(Cl)cc2)ccc1=O)NCc1ccccn1
    56 | -20
- O=C(N/N=C/c1ccccc1O)C1SCCCS1
    11 | 3
- COc1ccc(-c2noc(CN(C(=O)c3ccc4c(c3)OCO4)C(C)C)n2)cc1
    30 | -9
- Cc1cccc(C(C)C)c1NC(=O)CSc1ncnc2[nH]ncc12
    5 | -22
- CCN1CCN(c2nc(Nc3ccc(OC)cc3)nc(N)c2[N+](=O)[O-])CC1
    7 | -9
- CCN(CC)C(=O)CSc1nc2sc3c(c2c(=O)n1CCOC)CCC3
    3 | -13
- O=C(Nc1ccccc1N1CCCCC1)c1ccc(N2C(=O)c3ccccc3C2=O)cc1
    10 | -35
- CCN1CCN(c2c(Cl)cccc2NC(=O)c2ccc([N+](=O)[O-])o2)CC1
    56* | -14
- CC(C)(CNC(=O)CO/N=C1/C=C2CCC3C(C(O)C[C@@]4(C)C3CC[C@]4(O)C(=O)CO)[C@@]2(C)CC1)C(O)C(=O)O (some centres not stated)
    3 | -25
- O=C(O)c1ccc(/C=N/N2CCN(C3c4ccccc4-c4ccccc43)CC2)cc1
    1 | -10
- CCOC(=O)c1cccc(S(=O)(=O)N(CCO)Cc2cc3cc(OC)ccc3[nH]c2=O)c1
    8 | -11
- O=C(OCC(=O)N1CCCC1=O)c1ccc(F)c(S(=O)(=O)N2CCOCC2)c1
    24 | -1
- COc1ccc(S(=O)(=O)N(C)C)cc1NC(=O)CCNC(=O)c1ccccc1OC
    -7 | -19
- COc1cccc(C(=O)NCC2(c3ccccc3)CCCC2)c1OC
    20 | -34
- CCOC(=O)C1CCN(CCC(=O)Nc2ccc(Br)cc2)CC1
    5 | -22
- O=C1CC(c2ccco2)CC(O)=C1C=NCCO (configuration not stated)
    23 | -1
- CSc1ccc(-c2cccc([N+](=O)[O-])c2)nn1
    51 | -9
- O=C(O)C1C2C=CC3(CN(C/C=C/c4ccccc4)C(=O)C13)O2 (configuration not stated)
    6 | -12
